Screening results from PubChem BioAssay.
Mtb FBA inh: Mtb FBA enzyme inhibitors, primary screen, biochemical, fluorescence, strain H37Rv; AID 588726, 2011; purified M. tuberculosis FBA, fluorescence read-out; 360,000 tested, 2.3% active; inhibition, % at 1 µM; Fructose-bisphosphate aldolase (Mycobacterium tuberculosis (strain ATCC 25618 / H37Rv)), …; in the data active = inhibition above about 27%;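 note: 0% = vehicle and 100% = reference inhibitor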
Target sequence (P9WQA3 whole entry, looked up): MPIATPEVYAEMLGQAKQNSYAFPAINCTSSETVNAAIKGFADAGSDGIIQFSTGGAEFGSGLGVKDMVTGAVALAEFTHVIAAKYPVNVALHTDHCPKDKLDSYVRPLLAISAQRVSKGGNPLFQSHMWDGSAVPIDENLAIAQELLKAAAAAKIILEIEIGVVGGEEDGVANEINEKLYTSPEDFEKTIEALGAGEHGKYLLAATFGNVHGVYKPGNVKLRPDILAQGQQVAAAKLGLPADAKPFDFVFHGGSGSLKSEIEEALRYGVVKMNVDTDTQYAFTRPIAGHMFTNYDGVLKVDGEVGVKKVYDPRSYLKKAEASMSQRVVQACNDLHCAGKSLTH
BH1578 lux ind: inducers of Vibrio cholerae quorum light production without autoinducers, primary screen, BH1578 luxS cqsA deficient, single point | activation, % at 18.7 µM | 350,000 tested, 0.16% active | V. cholerae BH1578 lux reporter, luminescence, 6 h; in the data active = activation mostly above about 9.7%, no sharp cut-off; inconclusive = no clear call, values can overlap the other calls; inactive = mostly below about 3.7%; note: not every result past the cut was called active; inactives centre near 0; reference of the scale not given here
GDH-TPI inh: GDH-TPI coupling enzyme inhibitors, primary screen, artefact control for M. tuberculosis FBA inhibitor project, biochemical, absorbance, full deck | GDH-TPI coupled enzyme counterscreen, NADH absorbance | inhibition, % at 4.8 µM | 360,000 tested, 1.2% active | AID 588335, 2011; in the data active = inhibition above about 30%;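 note: 0% = DMSO wells and 100% = wells lacking the enzyme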
TcdB inh: TcdB glycohydrolase inhibitors, primary screen, biochemical, single point, plate reader | 350,000 tested, 0.24% active | Toxin B (Clostridioides difficile), P18177 | TcdB glycohydrolase enzymatic assay | inhibition, % at 9.99 µM; in the data active = inhibition above about 10%
PfHsp40 yeast: rescue of yeast from PfHsp40 toxicity, primary screen, S. cerevisiae, ATP luminescence. 340,000 tested, 0.68% active. S. cerevisiae expressing PfHsp40, growth rescue. growth rescue, % at 12.5 µM; in the data active = growth rescue above about 28%, passing the limit was not always enough; inconclusive = no clear call, values can overlap the other calls;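 note: yeast W303a lacking pdr1 and pdr3 grown in galactose medium; growth measured after three days at 30 °C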
BioA inh: M. tuberculosis BioA enzyme inhibitors, primary screen, biochemical, plate reader, single point, HTS; purified M. tuberculosis BioA enzyme; inhibition, % at 9.99 µM; 360,000 tested, 0.096% active; in the data active = inhibition above about 40%; inconclusive = no clear call, values can overlap the other calls
Yp Topo-I inh: Yersinia pestis topoisomerase I inhibitors, primary screen, biochemical, cleavage product accumulation, plate reader, single point; DNA topoisomerase I (Yersinia pestis CO92); Y. pestis Topo-I cleavage product accumulation; activity, % at 10 µM; 360,000 tested, 0.064% active; AID 504884, 2011; in the data active = activity above about 50%, passing the limit was not always enough; inconclusive = no clear call, values can overlap the other calls; note: inactives centre near 2
FadD28 binding: inhibitors of FadD28 bisubstrate probe binding, primary screen, biochemical, fluorescence polarization, single point. Mycobacterium tuberculosis FadD28 fatty-acid-AMP ligase. inhibition, % at 12.5 µM. 360,000 tested, 0.22% active; in the data active = inhibition above about 8.5%, passing the limit was not always enough; inconclusive = no clear call, values can overlap the other calls
UGM FP inh: M. tuberculosis UGM enzyme inhibitors, primary screen, biochemical, fluorescence polarization, single point. purified UGM, fluorescence polarization probe displacement. inhibition, % at 10 µM. 320,000 tested, 0.06% active; in the data active = inhibition above about 10%, passing the limit was not always enough; inconclusive = no clear call, values can overlap the other calls
Target sequence (P9WIQ1 whole entry, looked up): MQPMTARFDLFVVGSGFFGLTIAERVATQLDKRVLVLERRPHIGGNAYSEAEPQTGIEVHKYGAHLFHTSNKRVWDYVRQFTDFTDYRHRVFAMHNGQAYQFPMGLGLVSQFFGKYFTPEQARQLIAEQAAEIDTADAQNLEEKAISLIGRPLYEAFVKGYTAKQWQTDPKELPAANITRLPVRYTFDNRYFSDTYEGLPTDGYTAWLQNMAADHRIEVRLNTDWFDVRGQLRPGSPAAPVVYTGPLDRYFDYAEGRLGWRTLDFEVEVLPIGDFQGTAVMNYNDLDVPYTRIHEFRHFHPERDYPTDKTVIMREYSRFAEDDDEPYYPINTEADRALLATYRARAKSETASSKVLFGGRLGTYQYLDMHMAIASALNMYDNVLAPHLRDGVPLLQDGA
Numbers without * were called inactive; i = inactive; u = inconclusive; x = not tested or not shown.

SMILES	Mtb FBA inh	BH1578 lux ind	GDH-TPI inh	TcdB inh	PfHsp40 yeast	BioA inh	Yp Topo-I inh	FadD28 binding	UGM FP inh
COc1ccc(NC(=O)Cn2nnc(-c3ccccc3)c2COc2ccc(C(C)=O)cc2)cn1	-2	i	4	1.6	x	5.9	16	-1.2	x
O=c1c2ccccc2nnn1COc1cccc(Cl)c1	-1	0.1	-6	1.1	0.8	-0.1	-2	-2.3	-1.7
O=C(NCc1ccncc1)C1CCCN1S(=O)(=O)c1ccc(Cl)cc1 (configuration not stated)	1	-0.3	-3	-0.3	0.1	-0.1	3	-4.1	1.4
CCC1CCCCN1C(=O)Nc1cc(Cl)ccc1OC (configuration not stated)	0	0.0	5	1.2	0.6	x	0	1.1	0.8
COc1cc(OC)c(N(C)S(=O)(=O)c2cccc(C(=O)NC(C)C3CC4CCC3C4)c2)cc1Cl (configuration not stated)	-6	-0.4	-14	1.0	-0.8	-1.3	-5	-2.2	0.4
O=c1oc2cc([N+](=O)[O-])ccc2nc1/C=C(\O)c1cccc(Br)c1	-5	i	14	-1.8	1.2	x	6	0.9	1.0
CCOc1ccccc1C1CC(c2ccccc2)Nc2nc(N)nn21 (configuration not stated)	36*	-0.2	2	-0.1	0.8	4.8	3	-3.7	-3.6
CCC(C)N(C)C1CCN(C(=S)Nc2ccc(OC)cc2)CC1 (configuration not stated)	-4	-0.4	-11	0.2	1.0	0.9	-9	-2.4	2.7
C=CCNC(=S)NNC(=O)c1cc(Cl)ccc1OC	7	-2.6	2	-0.1	x	1.3	-1	-2.6	-1.6
COc1ccc(OCCNS(=O)(=O)c2ccccc2)cc1	0	i	7	x	-1.6	-0.9	-7	-1.8	-1.7
CCc1nnc(NC(=O)c2cccc(S(=O)(=O)N3CCCCC3)c2)s1	-1	x	10	0.8	-1.0	-0.2	-1	-2.3	-1.0
Cc1cccc(OCC(=O)NC2CCCC2)c1	1	1.9	-5	-0.1	-0.5	-0.2	-7	-2.8	-1.3
CC(C)N(C)Cc1nnnn1CC(=O)N(C)Cc1ccc(F)cc1	-1	-0.1	9	1.9	-0.1	-0.5	1	-0.3	2.5
CC(=O)c1cccc(-c2ccnc3c2CC(C(=O)NCc2ccncc2)O3)c1 (configuration not stated)	3	i	2	-9.4	x	3.1	5	-0.7	x
Cc1nn(Cc2ccccc2)c(C)c1C(=O)NCCN1C(=O)S/C(=C\c2ccc(F)cc2)C1=O	-1	-0.4	15	0.8	0.9	-0.6	7	-2.1	-4.4
C=CCN1C(=O)C2(C(C(=O)OCC)=C(N)Oc3ccccc32)c2c1c1ccccc1oc2=O (configuration not stated)	-1	-0.3	6	x	1.7	0.0	-1	-8.4	-5.0
O=C(Nc1cccnc1Cl)C1CCCN(c2ncnc3c2nc2n3CCCCC2)C1 (configuration not stated)	2	0.0	7	2.4	-1.4	0.8	1	1.6	1.9
CCOC(=O)C1=NN(C(=O)c2ccc(C)cc2)C(O)(c2ccc(Cl)cc2)C1 (configuration not stated)	-5	-2.1	-1	x	0.4	-0.7	11	-0.9	1.7
O=C(COc1ccc(Br)cc1)NCCCNC(=O)c1cccnc1	1	i	4	1.1	0.2	7.1	-1	-2.0	-5.4
O=C1C2CC=C(Cl)CC2C(=O)N1c1ncn[nH]1 (configuration not stated)	1	i	5	x	-1.5	-0.3	-1	0.1	-2.7
Cc1ccc(S(=O)(=O)N2[C@@H](c3cccc(Cl)c3)C(C(=O)O)=CC[C@H]2c2ccc(Cl)cc2)cc1	1	-0.3	9	-1.1	u	8.0	17	-1.2	1.9
CCCc1n(CC(O)COC2CCCCC2)c2ccccc2[n+]1C (configuration not stated)	3	-0.6	-1	1.1	-0.8	-0.2	2	-0.4	-3.0
COC(CNC(=O)c1ccc(N2CCC3(CC2)OCCO3)c([N+](=O)[O-])c1)OC	-4	-0.7	-6	4.4	0.1	x	1	-3.3	6.7
CCN(CC)C(=O)C1=C(C)N(Cc2ccc(OC)cc2)C(=O)C(CC(=O)NCCCCc2ccccc2)C1 (configuration not stated)	3	i	11	1.1	x	0.8	27	-1.7	x
O=C1Nc2ccccc2S/C1=C/c1cccs1	-2	-0.5	7	0.7	7.7	-1.0	8	-0.5	5.2
O=C(CSc1n[nH]c(-c2ccco2)n1)Nc1sc2c(c1C(=O)Nc1ccccc1)CCCC2	1	-0.4	7	x	0.5	x	-4	-1.0	0.1
Cc1ccc(-n2ncc3c(=O)n(CC(=O)N4CCCCCC4)cnc32)cc1	0	-5.0	6	x	-0.6	6.6	-1	-0.7	1.4
Cc1ccc(NC(=S)N/N=C2/CCCCc3ccccc32)cc1	2	-0.4	9	-0.6	0.4	0.9	9	-2.7	3.5
CCCCNC(=O)c1ccccc1NC(=O)c1ccc2c(c1)OCO2	-4	0.7	-3	0.6	-0.3	-0.9	-4	1.1	0.6
COc1nc(/C=C/N(C)C)c([N+](=O)[O-])c(OC)n1	-1	i	22	0.7	0.1	x	-13	-3.1	-0.2
Cc1nnsc1SCCNC(=O)Nc1ccc(Cl)cc1	-3	-0.1	-3	0.0	-2.2	x	8	-3.4	0.1
CCOC(=O)[C@@H]1[C@H]2COc3cc(OC)ccc3[C@H]2N2C(=O)N(c3cccc(F)c3)C(=O)[C@@]12C	0	-0.7	-7	0.1	2.1	-1.8	-5	-9.8	1.3
CC(C)c1ccc(CNC(=O)CCc2ccccc2)cc1	3	-0.3	3	-0.2	-0.5	x	14	-0.1	1.0
Cc1ccc(N=Cc2ccc(O)cc2O)cc1F	4	i	14	x	-0.9	1.2	-2	-0.8	-2.2
CCN(CC)C(=O)CSc1nc(-c2ccc(C)cc2)nc2c1COC(C)(C)C2	1	x	-4	x	-0.8	1.2	15	0.2	-2.2
CN(CCN1CCOCC1)C(=O)c1cc(COc2ccc(F)c(F)c2)on1	0	i	4	0.0	-0.5	0.4	2	0.3	-2.4
O=c1c2sc3ccccc3c2[nH]c(=S)n1CCN1CCOCC1	-1	-1.4	-2	5.8	-2.0	x	9	-2.7	-3.8
C=CCn1c(SCC(=O)Nc2cc(C)on2)nc2ccccc21	-1	-0.5	8	-0.8	x	-0.8	6	-3.9	x
COc1cc(S(=O)(=O)NCc2ccncc2)c(OC)cc1Br	3	-0.8	5	0.9	-0.2	-0.7	4	-0.8	2.5
Cc1ccccc1C(=O)N/N=C/c1ccncc1	-2	3.6	-1	x	-2.0	0.1	-1	-3.3	1.7

Some of the entries so far, with each value named.
> O=C1C2CC=C(Cl)CC2C(=O)N1c1ncn[nH]1 (configuration not stated)
- Mtb FBA inh: 1
- BH1578 lux ind: i
- GDH-TPI inh: 5
- TcdB inh: x
- PfHsp40 yeast: -1.5
- BioA inh: -0.3
- Yp Topo-I inh: -1
- FadD28 binding: 0.1
- UGM FP inh: -2.7
> Cc1nnsc1SCCNC(=O)Nc1ccc(Cl)cc1
- Mtb FBA inh: -3
- BH1578 lux ind: -0.1
- GDH-TPI inh: -3
- TcdB inh: 0.0
- PfHsp40 yeast: -2.2
- BioA inh: x
- Yp Topo-I inh: 8
- FadD28 binding: -3.4
- UGM FP inh: 0.1
> C=CCNC(=S)NNC(=O)c1cc(Cl)ccc1OC
- Mtb FBA inh: 7
- BH1578 lux ind: -2.6
- GDH-TPI inh: 2
- TcdB inh: -0.1
- PfHsp40 yeast: x
- BioA inh: 1.3
- Yp Topo-I inh: -1
- FadD28 binding: -2.6
- UGM FP inh: -1.6

Additional structures follow.
SMILES	Mtb FBA inh	BH1578 lux ind	GDH-TPI inh	TcdB inh	PfHsp40 yeast	BioA inh	Yp Topo-I inh	FadD28 binding	UGM FP inh
CCCCOc1ccc(C(=O)NCCOc2cccc(OC)c2)cc1	2	1.4	-9	0.2	2.3	0.1	16	-1.9	2.7
CCN(CC(=O)Nc1c(F)cccc1F)C(=O)CC1CCCCC1	-1	-0.2	7	1.0	0.5	0.7	2	-3.2	-0.3
CC(C)[C@H](NC(=O)Nc1cccc(Br)c1)C(=O)O	0	-0.1	-1	0.1	-0.3	x	-1	-2.2	0.9
Cc1cc(O)c(N)c(C)c1Cl	1	-0.5	1	0.8	-0.7	x	6	-0.2	0.3
Cc1cc(C)c(S(=O)(=O)NCC(CCC(=O)O)C(F)(F)F)c(C)c1 (configuration not stated)	3	-0.1	-2	2.2	-1.1	-1.1	-6	-3.7	-0.1
CCn1c(SCC(=O)Nc2nc(-c3ccccc3)cs2)nnc1-c1ccccc1O	2	-0.3	2	x	22	0.4	10	-9.2	-1.1
Cc1ccc(Nc2c(-c3ccc(C)o3)nc3cnccn23)cc1	2	1.1	21	-4.2	8.5	15	5	-2.9	1.6
CCn1c(CC(=O)Nc2ccc(OC)cc2)nnc1SCC(=O)N1CCOCC1	2	-0.2	-6	0.3	0.4	0.6	14	3.3	0.7
N/C(=N\c1nc2c(c(=O)[nH]1)CCC2)Nc1cccc(Cl)c1	2	-0.2	9	x	-0.5	x	-7	-1.4	-0.3
CCC(C)(C)NC(=O)C(c1cccn1C)N(C(=O)Cn1nnc2ccccc21)c1ccc(NC(C)=O)cc1 (configuration not stated)	-3	-0.5	3	0.8	-0.7	x	9	-2.4	-0.1
COC(=O)CC1=C(C(=O)OC)C2(C(=O)N(C)c3ccccc32)C(C#N)=C(N)O1 (configuration not stated)	1	x	-10	x	0.2	-2.3	-4	-0.1	-2.4
O=S(=O)(NCCO)c1cccc2cccnc12	1	-0.1	-2	0.5	-1.4	0.4	-4	-1.9	0.8
CC(=O)NCC1(c2ccccc2)CCN(CCCC(=O)c2ccc(F)cc2)CC1	-1	i	5	0.6	x	0.3	9	0.6	x
Cc1[nH]c2ccccc2c1-c1nc(N)sc1C	-1	0.6	3	3.3	-1.1	-0.7	-2	0.7	1.9
Clc1cccc(-c2cc3nc4c(c(N5CCOCC5)n3n2)CCCC4)c1	7	i	16	x	4.7	0.0	-3	-1.8	3.2
CC1(CNC(=O)C(=O)NCC2(C)CO2)CO1 (configuration not stated)	-3	-2.9	4	-0.2	-0.9	-1.5	-2	x	x
